BRCA1 expr up – increases BRCA1 expression. MCF7-BRCA1-FFLuc reporter, luminescence, 48 h; response scale: scaled: vehicle 0%, 10 µM genistein 100%. Potency, µM (titrated, usually from 46.1 µM), inactives show at the top dose activation, most hits filed as activators. hit rate 1.1% among 380,000; active = well fitted activation curve with a large enough effect; also: nearly all actives have a fitted effect of over 80% in size; some results filed as inactive show a strong effect at the top dose
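48 h compound treatment of MCF7-BRCA1-FFLuc cells (phenol-red free MEM, 37 °C), then 15 min with luciferase substrate and luminescence imaging.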
* hit, by the source's call. Potency is read from the fitted curve at half-maximal effect. Not all compounds are listed; the hit share may differ from the screen's.

How did Cc1ccc(CCNC(=O)Cn2ncc3c(=O)oc4ccccc4c32)cc1 do in these assays?
BRCA1 expr up: 13%

Results for COC(=O)c1ccc(OCC2c3cc(OC)c(OC)cc3CCN2C(=O)COc2ccc(Cl)cc2)cc1 (configuration not stated) ?
BRCA1 expr up: -2%

What do the screens show for `Cc1cnc(C)c(Nc2nc(C(N)Cc3ccc(F)cc3)cs2)n1` (configuration not stated)?
BRCA1 expr up: -39%

Results for Cc1ccc(NC(=O)C2CCN(c3nc4ccccc4nc3C(F)(F)F)CC2)cc1F ?
BRCA1 expr up: -7%

How did O=C(CSc1ncc(S(=O)(=O)c2ccc(Br)cc2)c(=O)[nH]1)NCc1ccc(Cl)cc1 do in these assays?
BRCA1 expr up: 5%

How did CC1(C(=O)NS(=O)(=O)C2CC2)CCCN(C(=O)/C=C/c2ccccc2)C1 (configuration not stated) do in these assays?
BRCA1 expr up: -17%

How did CC1(C(=O)NS(=O)(=O)c2ccc(F)cc2F)CCN1C(=O)C/C=C/c1ccccc1 (configuration not stated) do in these assays?
BRCA1 expr up: -3%

How did CC(=O)Nc1cncc(-c2cccc(C(=O)NC3CC3)c2)n1 do in these assays?
BRCA1 expr up: 2%

What do the screens show for `CC(C)[C@@H]1O[C@H](CCc2ccccc2)CC2=C1C(=O)OC(C)(C)O2`?
BRCA1 expr up: 2%

Results for COc1cc2c(cc1OC)n(CC(=O)Nc1ccccc1)c(=O)n1nc(-c3ccccc3)nc21 ?
BRCA1 expr up: 0%

What do the screens show for `COC(=O)Cc1ccc(OC2(C)CCN(Cc3ccccc3)C2)cc1` (configuration not stated)?
BRCA1 expr up: 0%

How did CCOC(=O)c1c(C)c(-c2ccccc2)n(CC(=O)Nc2cccc(F)c2)c1C do in these assays?
BRCA1 expr up: 0%

As a working copy, 2 of the compounds above.
What do the screens show for `COC(=O)Cc1ccc(OC2(C)CCN(Cc3ccccc3)C2)cc1` (configuration not stated)?
BRCA1 expr up: 0%

How did CCOC(=O)c1c(C)c(-c2ccccc2)n(CC(=O)Nc2cccc(F)c2)c1C do in these assays?
BRCA1 expr up: 0%

Later entries.
What do the screens show for `COC(=O)[C@]12CCCCC=C1N(CCC1=CCCCC1)C(=O)[C@H](CC(=O)NCC13CC4CC(CC(C4)C1)C3)C2`?
BRCA1 expr up: 0%

Results for COc1ccccc1CNc1nc(NCCN2CCNC2=O)c2sccc2n1 ?
BRCA1 expr up: -12%

Results for Cc1ccc(S(=O)(=O)N2C[C@H]3[C@H]4C(=O)N(Cc5ccccc5)C(=O)[C@H]4CC(=O)[C@H]3[C@@H]2c2cccc3ccccc23)cc1 ?
BRCA1 expr up: -1%

What do the screens show for `COc1cc2cc(OC(C)=O)c3cc4c(cc3c2c(OC)c1OC)OCO4`?
BRCA1 expr up: 9%

How did O=c1cc(CN(Cc2ccccc2)Cc2ccccc2)c2c(ccc3ccccc32)o1 do in these assays?
BRCA1 expr up: -15%

What do the screens show for `COc1ccc(CN2C(=O)C(CC(=O)NC3CC3)CC(C(=O)N3CCOCC3)=C2C)cc1` (configuration not stated)?
BRCA1 expr up: 3%

What do the screens show for `O=C(Cn1cc(COc2ccc3ccccc3c2)nn1)NS(=O)(=O)c1cccc(OC(F)F)c1`?
BRCA1 expr up: 0%

How did CCC1OC(C)Cc2[nH][nH]c(=O)c21 (configuration not stated) do in these assays?
BRCA1 expr up: 17%

Results for CCN(CC)C(=O)c1cccc(-c2csc(C(O)c3cccc(OC)c3)n2)c1 (configuration not stated) ?
BRCA1 expr up: -55%

How did Cc1noc(C)c1S(=O)(=O)Nc1ccc(C(=O)Nc2ccc(Br)cc2)cc1 do in these assays?
BRCA1 expr up: -32%

How did Cc1nn(S(=O)(=O)c2ccc(C(C)C)cc2)c(C)c1S(=O)(=O)N1CCCCCC1 do in these assays?
BRCA1 expr up: 14%

What do the screens show for `CC(C)Oc1cc(F)ccc1-c1cc(C(=O)NCCCn2ccnc2)[nH]n1`?
BRCA1 expr up: -4%

Results for Cc1ccccc1-c1noc(CSc2nc3ccccc3[nH]2)n1 ?
BRCA1 expr up: 4%

How did CCC1Cc2[nH][nH]c(=O)c2C(CC)O1 (configuration not stated) do in these assays?
BRCA1 expr up: 4%

Results for CN1CCC(N2CCN(C3CN(Cc4cn(Cc5cccc(C(F)(F)F)c5)nn4)S(=O)(=O)C3)CC2)CC1 (configuration not stated) ?
BRCA1 expr up: 1%

How did CN(C(=O)CSc1nc2ccc(NC(=O)COc3ccccc3)cc2s1)c1ccccc1 do in these assays?
BRCA1 expr up: -5%

What do the screens show for `COc1ccc(-n2c(SCC(=O)NCc3ccc(Cl)cc3)nc3ccsc3c2=O)cc1`?
BRCA1 expr up: 15%

What do the screens show for `CC(=O)Nc1cc(-c2ccc(C(=O)NC3CC3)cc2)cn2c(-c3cccc(C(C)=O)c3)cnc12`?
BRCA1 expr up: -32%

Results for COC(=O)CC1Oc2ccccc2-n2cc(-c3ccccc3)nc21 (configuration not stated) ?
BRCA1 expr up: -4%

How did CN(C)c1ccc(C=NC2CCc3ccccc32)cc1 (configuration not stated) do in these assays?
BRCA1 expr up: 3%

How did Oc1ccc(C[C@H]2CNC(=S)N2C[C@H]2CCCN2C[C@H](Cc2ccccc2)N2C[C@H](Cc3ccc(O)cc3)N(CCc3ccccc3)C2=S)cc1 do in these assays?
BRCA1 expr up: -68%

How did CCc1nc2ccc(C(=O)N3CCN(S(=O)(=O)CC)CC3)cn2c1N(C)Cc1cccs1 do in these assays?
BRCA1 expr up: 7%

Results for CCCc1nc2c3ccccc3ccn2c1Cc1ccccc1 ?
BRCA1 expr up: 11µM*

Results for OC(c1ccc(F)c(F)c1)c1ncc(-c2cccc(F)c2)[nH]1 (configuration not stated) ?
BRCA1 expr up: 8%

Results for Cc1cc(C)cc(N(CC(=O)NCCc2ccc(Cl)cc2)S(=O)(=O)c2c(C)noc2C)c1 ?
BRCA1 expr up: 11%

How did CCCCCCCN(CCCCCCC)c1ccc(/C=C/c2ccnc3ccccc23)cc1 do in these assays?
BRCA1 expr up: -9%

What do the screens show for `Cc1ccc(Cc2c(C3CCCCC3)nc3c4ccccc4ccn23)cc1`?
BRCA1 expr up: 3%

How did CC1=C/C(=C\c2ccc(N(C)C)cc2)c2ccccc21 do in these assays?
BRCA1 expr up: -17%

How did COc1cccc(-c2ccc3c(N)c(C(=O)Nc4ccc(Cl)cc4F)sc3n2)c1 do in these assays?
BRCA1 expr up: 63%

How did O=c1c2cccnc2n(Cc2cccc(F)c2)c(=O)n1Cc1ccccc1Cl do in these assays?
BRCA1 expr up: 2%

How did COc1ccccc1C(NC(=O)C1CCN(CCOc2ccc(Cl)cc2)CC1)c1ccccn1 (configuration not stated) do in these assays?
BRCA1 expr up: -6%

Results for CC(C)c1ccc(CNc2nc(NCC3CC3)nc3ccsc23)cc1 ?
BRCA1 expr up: -50%

How did COc1ccc(C(=O)Nc2cccc(NC(C)=O)c2)cc1 do in these assays?
BRCA1 expr up: 37%

How did Cc1ccc(-c2csc(NC(=O)C3CC(=O)N(c4ccc5c(c4)OCCO5)C3)n2)o1 (configuration not stated) do in these assays?
BRCA1 expr up: 0%

How did COc1ncc(-c2ccc(N3C(c4ccsc4)=Cc4ccccc4C3CC(C)=O)cc2)cn1 (configuration not stated) do in these assays?
BRCA1 expr up: -27%

Results for O=C(NCc1ccccc1Cl)c1ccc2nc([C@H]3C[C@H](O)[C@@H](CO)O3)[nH]c2c1 ?
BRCA1 expr up: 13%

The last 4 records of the part above are carried over, then new ones follow.
How did COc1ccc(C(=O)Nc2cccc(NC(C)=O)c2)cc1 do in these assays?
BRCA1 expr up: 37%

How did Cc1ccc(-c2csc(NC(=O)C3CC(=O)N(c4ccc5c(c4)OCCO5)C3)n2)o1 (configuration not stated) do in these assays?
BRCA1 expr up: 0%

How did COc1ncc(-c2ccc(N3C(c4ccsc4)=Cc4ccccc4C3CC(C)=O)cc2)cn1 (configuration not stated) do in these assays?
BRCA1 expr up: -27%

Results for O=C(NCc1ccccc1Cl)c1ccc2nc([C@H]3C[C@H](O)[C@@H](CO)O3)[nH]c2c1 ?
BRCA1 expr up: 13%

How did N#Cc1cccc(NC(=O)c2cc(C3CCCCN3S(=O)(=O)c3ccccc3)on2)c1 (configuration not stated) do in these assays?
BRCA1 expr up: 17%

How did CCCCn1nnnc1C(c1cc2ccccc2o1)N(Cc1ccccc1)Cc1ccccc1 (configuration not stated) do in these assays?
BRCA1 expr up: -16%

Results for COc1ccccc1Cc1c(C2CCCCC2)nc2ccc(C)cn12 ?
BRCA1 expr up: -54%

How did COc1c(C)cc(C(O)c2ncc(-c3cccc4ccccc34)[nH]2)cc1C (configuration not stated) do in these assays?
BRCA1 expr up: -38%

What do the screens show for `Cc1ccc2nc(-c3ccco3)c(CC(C)(C)C)n2c1`?
BRCA1 expr up: -27%

How did CCc1cccc(NS(=O)(=O)c2cc(-c3cnc(C)o3)ccc2OC)c1 do in these assays?
BRCA1 expr up: -25%

Results for Cc1cc(C)c2c(CN3CCN(c4ccccc4F)CC3)cc(=O)oc2c1 ?
BRCA1 expr up: 1%

Results for O=S(=O)(c1cccc(C(F)(F)F)c1)N1CCN(c2nc(-c3cccs3)nc3cc(Cl)ccc23)CC1 ?
BRCA1 expr up: -1%

Results for OC[C@@H]1CN(Cc2ccc(-c3ccccc3)cc2)C[C@H](n2cnc3c(N4CCOCC4)ncnc32)O1 ?
BRCA1 expr up: -34%

How did Cc1cc2oc(=O)cc(CN3CCCCC3)c2cc1Cl do in these assays?
BRCA1 expr up: 0%

Results for CCCC(=O)N1CCC1(C)C(=O)Nc1ccc(OC)c(OC)c1 (configuration not stated) ?
BRCA1 expr up: 18%

How did Cc1ccc(Cc2c(-c3ccc(F)cc3)nc3c(Cl)cc(C(F)(F)F)cn23)cc1 do in these assays?
BRCA1 expr up: 6%

What do the screens show for `Cc1ccc(C)c(NC(=O)CN2C(=O)CCc3cc(S(=O)(=O)N4CCCCC4)ccc32)c1`?
BRCA1 expr up: 3%

How did OC[C@@H]1CN(Cc2ccc(F)cc2)C[C@H](n2cnc3c(NCc4ccco4)ncnc32)O1 do in these assays?
BRCA1 expr up: 2%

Results for O=c1[nH]c(=S)[nH]c2c1C(c1ccc(F)cc1)OC(C1CCCCC1)C2 (configuration not stated) ?
BRCA1 expr up: -16%

Results for CN1CCN(C2CN(CCc3ccccc3)S(=O)(=O)C2)CC1 (configuration not stated) ?
BRCA1 expr up: 11%

How did CC(C)[C@H](COC=O)NC(=O)[C@H]1O[C@@H](n2ccc(N)nc2=O)[C@H](O)[C@@H]1O do in these assays?
BRCA1 expr up: 20%

How did Cc1cc(O)ccc1Nc1cc(-c2cccc(N(C)C)c2)ncn1 do in these assays?
BRCA1 expr up: 5.6µM*

Results for CCC(c1nnnn1-c1ccc2c(c1)OCCO2)N1CCN(c2cccc(C)c2C)CC1 (configuration not stated) ?
BRCA1 expr up: -30%

Results for CC1(C(=O)NCc2ccccc2Br)CCN1C(=O)C1(c2ccc(Cl)cc2)CC1 (configuration not stated) ?
BRCA1 expr up: -24%

Results for COC(=O)Cc1ccc(OC2(C)CCN(Cc3ccc4c(c3)OCCO4)C2)cc1 (configuration not stated) ?
BRCA1 expr up: 8%

How did COc1cccc(C(=O)N2CCC[C@H]2C(=O)N2CCC[C@H]2C(=O)NCc2ccccn2)c1 do in these assays?
BRCA1 expr up: 15%

How did CCN(C(=O)Cn1ncc2c1-c1cc(C)ccc1OC2)c1cc(Cl)ccc1OC do in these assays?
BRCA1 expr up: -30%

Results for CC(=O)Oc1ccccc1Cn1c(C)c(C(=O)NCCC#N)sc1=O ?
BRCA1 expr up: 0%

Results for OC(c1ccccc1)(c1nc(/C=C/c2ccccc2)cs1)C(F)(F)F (configuration not stated) ?
BRCA1 expr up: -21%

Results for CCc1ccc(-n2nc(C)c3c(C)cc(=O)n(CC(=O)Nc4ccc(C)c(F)c4)c32)cc1 ?
BRCA1 expr up: 0%

What do the screens show for `O=C(Nc1ncc(Cc2ccccc2)s1)C1CCN(C(=O)c2ccco2)CC1`?
BRCA1 expr up: -12%

What do the screens show for `Cc1cc(Nc2cccc(C(F)(F)F)c2)nc2ccc(NC(=O)Cc3ccc(Cl)cc3)cc12`?
BRCA1 expr up: -71%

Results for CC1(C(=O)Nc2ccccc2Br)CCN1C(=O)Cc1ccccc1Cl (configuration not stated) ?
BRCA1 expr up: 18%

Results for CCCCNC(=O)C[C@@H]1C[C@@]2(C(=O)OCC)CCCC=C2N(Cc2ccco2)C1=O ?
BRCA1 expr up: 2%

How did COc1cc(NC(=O)CCc2c(C)nc3cc(-c4ccccc4)nn3c2C)cc(OC)c1OC do in these assays?
BRCA1 expr up: -13%

What do the screens show for `O=C(COc1ccc2oc3c(c2c1)CCCC3)Nc1cccc(Br)c1`?
BRCA1 expr up: -2%

Results for CCCS(=O)(=O)NC(=O)C1(C)CCCN(C(=O)c2c(OC)cccc2OC)C1 (configuration not stated) ?
BRCA1 expr up: 16%

How did CCS(=O)(=O)N1CCc2cc(C(=O)NCc3ccc(C)cc3)ccc21 do in these assays?
BRCA1 expr up: 0%

Results for COC(=O)c1ccc2c(c1)N(CC(=O)Nc1cccc(Cl)c1C)C(=O)c1ccccc1S2 ?
BRCA1 expr up: -10%

How did CCOC(=O)c1cccc(NC(=O)c2cc(S(=O)(=O)N3CCCC(C)C3)cn2C)c1 (configuration not stated) do in these assays?
BRCA1 expr up: -55%

4 structures out of the list, ordered by molar mass, high to low:
How did CCOC(=O)c1cccc(NC(=O)c2cc(S(=O)(=O)N3CCCC(C)C3)cn2C)c1 (configuration not stated) do in these assays?
BRCA1 expr up: -55%

Results for CCCCNC(=O)C[C@@H]1C[C@@]2(C(=O)OCC)CCCC=C2N(Cc2ccco2)C1=O ?
BRCA1 expr up: 2%

What do the screens show for `O=C(COc1ccc2oc3c(c2c1)CCCC3)Nc1cccc(Br)c1`?
BRCA1 expr up: -2%

Results for OC(c1ccccc1)(c1nc(/C=C/c2ccccc2)cs1)C(F)(F)F (configuration not stated) ?
BRCA1 expr up: -21%
